Screens (PubChem BioAssay)
HPDE-C7K KRASV12 – cytotoxicity in KRAS-transformed pancreatic duct cells, primary screen, cell-based, fluorescence, HTS (AID 431) | HPDE-C7K KRASV12 cells, Alamar Blue viability, 48 h; higher % means a stronger effect | one-dose cytotoxicity, % at 10 µM; EC50 in µM for titrated hits | actives 1.7% (n = 63,000);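 active = compounds whose percent cytotoxicity in the single-dose primary screen, scaled between solvent and toxic-drug controls, exceeds 50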;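 also: 0% = DMSO solvent wells and 100% = doxorubicin-treated wells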
TNAP inhibition – human TNAP enzyme inhibitors, biochemical, luminescent (AID 518). Alkaline phosphatase, tissue-nonspecific isozyme (Homo sapiens). purified TNAP enzyme, luminescent substrate readout; higher % means a stronger effect. inhibition, % at 20 µM; hits with a dose series show IC50 in µM. actives 0.09% (n = 64,000); in the data active = a potency from the dose series; inactive = the rest, 99 in 100 with inhibition below about 22%;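 also: plate controls were vehicle for no effect and reference inhibitor for full effect; many of its hits are not listed in these tables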
Bfl-1 displacement – Bfl-1 inhibitors, primary screen, biochemical, fluorescence polarization, FITC-Bid, mouse (AID 432); FITC-Bid BH3 peptide fluorescence polarization displacement; higher % means a stronger effect; one-dose displacement, % at 20 µM; IC50 in µM for titrated hits; actives 0.02% (n = 64,000); Bcl-2-related protein A1 (Mus musculus); in the data active = a potency from the dose series; inactive = the rest, 99 in 100 with displacement below about 15%; also: strong numbers were not always called active
HPDE-C7 viability – cytotoxicity in HPDE-C7 cells, cell-based, fluorescence, HTS (AID 430). one-dose cytotoxicity, % at 10 µM; EC50 in µM for titrated hits. HPDE-C7 pancreatic duct cells viability, fluorescence; higher % means a stronger effect. actives 1.8% (n = 63,000);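 also: cells exposed to compound for 48 hours before viability readout; 0% = vehicle and 100% = reference cytotoxic drug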
HT1080 viability – cytotoxicity in HT1080 fibrosarcoma cells, cell-based, fluorescence readout (AID 620); HT1080 viability, fluorescence; higher % means a stronger effect; cytotoxicity, % at 10 µM; hits with a dose series show EC50 in µM; actives 0.42% (n = 87,000);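 also: cells exposed to compound overnight then 4 h with Alamar Blue; 0% = vehicle DMSO and 100% = killing control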
LYP inhibition – LYP phosphatase inhibitors, primary screen, biochemical, DiFMUP fluorescence, recombinant catalytic domain, 10 µM (AID 606); one-dose inhibition, % at 10 µM; IC50 in µM for titrated hits; 52,000 tested, under 10 active; recombinant LYP catalytic domain, DiFMUP fluorescence; higher % means a stronger effect; Tyrosine-protein phosphatase non-receptor type 22 (Homo sapiens);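 active = IC50 under 40 µM in the dose-response test; inactive = IC50 of 40 µM or more, or never dose-tested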
Spn DPM-DC inh – S. pneumoniae DPM-DC inhibitors, primary screen, biochemical, PK/LDH-coupled NADH fluorescence; actives 0.49% (n = 65,000); AID 556, 2006; purified DPM-DC; calls only at 10 µM;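 active = the 320 compounds with the highest percent inhibition in the single-dose primary screen, excluding strongly autofluorescent ones, cut at about 32% in these data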;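 also: kinetic rate of NADH fluorescence loss reporting ADP formed by the decarboxylase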
Spn MK inh – S. pneumoniae MK inhibitors, primary screen, biochemical, PK/LDH-coupled NADH absorbance; purified MK, PK/LDH-coupled NADH absorbance 340 nm; AID 555, 2006; actives 0.48% (n = 65,000); inhibition, % at 10 µM; mevalonate kinase [Streptococcus pneumoniae D39];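 active = ranked among the strongest by inhibition in the single 10 µM screen, a fixed top-ranked set picked for dose follow-up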; also: no value below 0 was filed
PMK inhibit – S. pneumoniae PMK inhibitors, primary screen, biochemical, mevalonate pathway, pilot trial included; AID 539, 2006; actives 0.49% (n = 65,000); phosphomevalonate kinase (Streptococcus pneumoniae D39); purified PMK, PK/LDH-coupled NADH absorbance 340 nm; inhibition, % at 10 µM;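 active = top-ranked compounds by inhibition in the single 10 µM screen, taking a fixed number of the strongest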;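 also: 0% = full reaction with DMSO carrier and 100% = background rate without enzyme reaction; no value below 0 was filed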
PMK inhibit pilot replicates – second read-out of PMK inhibit, no call of its own (marks repeat the call); inhibition, %; measured here: pilot screen replicates
Spn MK inh pilot replicates – further read-out of Spn MK inh, marked with its call; inhibition, %; measured here: pilot screen replicates
Spn DPM-DC inh pilot screen % – recorded beside Spn DPM-DC inh, whose call it bears; inhibition, %; measured here: pilot screen trials
The depositor's hits bear a star; i = inactive; / = not tested or not shown. Rule as the data show it, unless noted: active = cytotoxicity above about 50%; inactive = the rest.

SMILES	HPDE-C7K KRASV12	TNAP inhibition	Bfl-1 displacement	HPDE-C7 viability	HT1080 viability	LYP inhibition	Spn DPM-DC inh	Spn MK inh	PMK inhibit	others
CCN(CCCNC(=O)C1CCN(S(=O)(=O)c2c(C)[nH]c(=O)[nH]c2=O)CC1)c1cccc(C)c1	-9%	-2%	5%	-16%	/	10%	i	4	17
COc1ccc(S(=O)(=O)CCc2nc3ccccc3s2)cc1	-2%	15%	-2%	-1%	5%	8%	i	3	1
Cc1cc(NC(=O)CCOc2ccccc2)no1	-3%	5%	4%	5%	9%	-23%	i	7	3	PMK inhibit pilot replicates=0.5;Spn MK inh pilot replicates=0.0;Spn DPM-DC inh pilot screen %=0.0
C/C(=N\O)C1(C)N(O)C(C)(C)C(c2ccc(Br)cc2)=[N+]1[O-] (stereo not given)	4%	5%	-3%	-2%	4%	7%	i	0	19
CCCn1c2ccccc2c2nnc(SCC(=O)Nc3ncccn3)nc21	1%	12%	2%	-17%	7%	13%	i	2	22	PMK inhibit pilot replicates=3.0;Spn MK inh pilot replicates=3.0;Spn DPM-DC inh pilot screen %=0.5
c1ccc(CC2CNc3ccccc3CN2)cc1 (stereo not given)	2%	11%	-6%	0%	27%	0%	i	12	11
CCOc1ccc2[nH]c(C)c(CN3CCCCC3)c(=O)c2c1	-21%	-4%	-10%	-15%	3%	-2%	i	10	0
O=C(OCCN1C(=O)c2ccccc2C1=O)c1cc(S(=O)(=O)N2CCOCC2)ccc1Cl	-4%	4%	-1%	-12%	-5%	/	i	0	8
COc1ccc2c(c1)CCc1c(C(=O)N3CC4(C)CC3CC(C)(C)C4)noc1-2 (stereo not given)	-17%	10%	0%	-26%	-26%	/	i	0	12	PMK inhibit pilot replicates=0.5;Spn MK inh pilot replicates=2.0;Spn DPM-DC inh pilot screen %=4.0
O=C(O)C1CCC(CNCc2cccnc2)CC1 (stereo not given)	4%	8%	-8%	-8%	2%	-10%	i	4	11
O=C(CSc1ncccn1)NCc1ccccc1Cl	1%	3%	-6%	0%	-3%	12%	i	0	22
Cc1cc(C)c2c3c(c(-c4ccccc4)n2n1)c(=O)n(C)c(=O)n3C	9%	0%	/	-6%	4%	3%	i	1	0
O=C(CSc1nc2ccccc2n1CC(=O)N1CCCC1)NCc1ccc2c(c1)OCO2	7%	5%	-2%	5%	-2%	0%	i	7	0
CS(=O)(=O)N1CCN(C(=O)c2cc(-c3ccncc3)nc3ccc(Cl)cc23)CC1	-12%	2%	-7%	-7%	0%	14%	i	5	1
c1cc(-c2nn[nH]n2)ccc1CN1CCCCC1	-7%	4%	-5%	1%	6%	-7%	i	3	3
O=C1c2ccccc2C(Nc2cccnc2)N1Cc1ccccc1Cl (stereo not given)	-18%	18%	0%	-13%	6%	7%	i	4	11	PMK inhibit pilot replicates=1.5;Spn MK inh pilot replicates=0.0;Spn DPM-DC inh pilot screen %=0.0
CCCc1cc(=O)[nH]c(SCC(=O)c2cc(C)n(CCOC)c2C)n1	2%	10%	-4%	-4%	-1%	10%	i	1	23
CCCOC(=O)CSC1=C(C#N)C(c2ccccc2OC)C(C#N)C(=O)N1 (stereo not given)	-2%	11%	19%	-4%	-6%	4%	i	7	2
CCOc1ccc2[nH]c(=O)c(C(c3nnnn3C3CCCCC3)N3CCN(CC)CC3)cc2c1 (stereo not given)	-15%	13%	-4%	-2%	-3%	/	/	1	0
COC(=O)CNC(=O)Cn1cnc2sc(C)c(S(=O)(=O)N3CCC(C)CC3)c2c1=O	-1%	3%	-7%	-8%	5%	-1%	i	0	0
COc1ccc(S(=O)(=O)N2CCOCC2)c(Cl)c1Cl	-9%	9%	2%	-17%	1%	5%	i	10	6
Cc1nnc(NC(=O)CSc2nnc3scc(-c4ccc(C)c(C)c4)n23)s1	-3%	4%	-2%	1%	-1%	/	i	12	6
CCOc1cc(-c2conc2N)cc(OCC)c1OCC	10%	6%	-2%	-4%	2%	14%	i	13	8
O=C(CN1CCN(Cc2ccccc2)CC1)Nc1ccc(Cl)cn1	6%	14%	5%	4%	6%	2%	i	8	3	PMK inhibit pilot replicates=1.0;Spn MK inh pilot replicates=0.0;Spn DPM-DC inh pilot screen %=1.5
CCC(C)(C)n1nnnc1C(c1ccc(OC)c(OC)c1)N1CCN(c2ccccc2)CC1 (stereo not given)	-1%	8%	3%	3%	-1%	15%	i	11	20	PMK inhibit pilot replicates=0.0;Spn MK inh pilot replicates=0.0;Spn DPM-DC inh pilot screen %=4.0

New compounds follow.
SMILES	HPDE-C7K KRASV12	TNAP inhibition	Bfl-1 displacement	HPDE-C7 viability	HT1080 viability	LYP inhibition	Spn DPM-DC inh	Spn MK inh	PMK inhibit	others
Cc1noc(/C=C/N(C)C)c1S(=O)(=O)N1CCCC(C(=O)N2CCc3ccccc32)C1 (stereo not given)	5%	17%	3%	1%	7%	10%	i	9	6	PMK inhibit pilot replicates=3.0;Spn MK inh pilot replicates=2.0;Spn DPM-DC inh pilot screen %=2.0
O=C(Nc1nccs1)c1cc(S(=O)(=O)N2CCOCC2)ccc1Cl	/	/	/	/	0%	4%	i	0	17
COC(=O)COc1ccc(S(=O)(=O)N2CCN(c3ccccc3F)CC2)cc1C	-11%	20%	6%	-5%	0%	15%	i	8	14
CCOC(=O)N1CCN(C(=O)c2ccc3c(c2)ncn3C2CCCC2)CC1	2%	8%	-1%	-8%	7%	/	i	0	18
O=C(Nc1cccc(Cl)c1)OCc1ccccn1	-7%	13%	-2%	-11%	-9%	8%	i	10	12
COc1ccccc1CNC(=O)CCS(=O)(=O)c1cccs1	4%	8%	-3%	-14%	-8%	/	i	3	0
Cc1cc(C)c(C(=O)CC2(O)C(=O)Nc3ccccc32)cc1C (stereo not given)	0%	9%	2%	-11%	-12%	/	i	19	0
CC1CCCCN1C(=O)CSc1nc2ccsc2c(=O)n1Cc1ccccn1 (stereo not given)	10%	12%	13%	1%	-2%	2%	i	3	0
Cc1cc(O)c2c(-c3ccccc3)cc(=O)oc2c1	-5%	10%	-7%	-3%	8%	5%	i	14	6
CCCc1cc2c(cc1NS(=O)(=O)c1ccc(CCNC(C)=O)cc1)OCO2	-12%	3%	-7%	-9%	31%	6%	i	6	14
NC1=NC(=O)CC(C(=O)NCCc2ccccc2)S1 (stereo not given)	-11%	2%	-5%	-6%	3%	14%	i	4	0
COC(=O)CC1C(=O)NCCN1C(=O)NC1CCCCC1 (stereo not given)	-10%	15%	0%	-31%	6%	-8%	i	4	6	PMK inhibit pilot replicates=3.0;Spn MK inh pilot replicates=0.5;Spn DPM-DC inh pilot screen %=2.0
Cn1c(SCC(=O)N2CCCCC2)nnc1-c1ccc(S(=O)(=O)N2CCOCC2)cc1	-3%	7%	-5%	-3%	-10%	13%	i	2	8
O=C(CSc1nc(-c2ccccc2)cc(=O)[nH]1)N1CCOCC1	9%	5%	-11%	8%	4%	8%	i	6	3
CNc1nc(OC)nc(N2CCOCC2)n1	-9%	4%	-8%	-6%	4%	16%	i	8	2
CC(=O)c1cc(-c2ccccc2)n(CC(=O)N2CCC(N3CCCCC3)CC2)c1C	15%	9%	-1%	5%	-4%	-10%	i	5	13	PMK inhibit pilot replicates=2.0;Spn MK inh pilot replicates=0.5;Spn DPM-DC inh pilot screen %=0.0
O=C(c1cc(C2CC2)on1)N1CCN(C(c2ccccc2)c2ccccc2)CC1	-3%	22%	-8%	-3%	5%	1%	i	2	2	PMK inhibit pilot replicates=0.0;Spn MK inh pilot replicates=2.0;Spn DPM-DC inh pilot screen %=1.5
Cc1cccc(-n2c(N)cc(=O)[nH]c2=S)c1C	-17%	5%	-10%	-8%	3%	-1%	i	8	0
CC(C)N(C(=O)CSc1nnc(-c2cc3ccccc3cc2O)n1Cc1ccco1)C(C)C	7%	10%	2%	2%	-3%	/	i	5	2	PMK inhibit pilot replicates=4.0;Spn MK inh pilot replicates=2.0;Spn DPM-DC inh pilot screen %=5.0
O=C1c2ccccc2N2C(=O)c3ccccc3C2N1Cc1ccco1 (stereo not given)	7%	6%	-5%	3%	6%	1%	i	6	0
COC(=O)c1ccc(Nc2cc(C)nc3nc(C)nn23)cc1	7%	5%	-5%	6%	-2%	1%	i	6	9

Sorted by SMILES length (ascending): seven of the compounds above
SMILES	HPDE-C7K KRASV12	TNAP inhibition	Bfl-1 displacement	HPDE-C7 viability	HT1080 viability	LYP inhibition	Spn DPM-DC inh	Spn MK inh	PMK inhibit	others
CNc1nc(OC)nc(N2CCOCC2)n1	-9%	4%	-8%	-6%	4%	16%	i	8	2
O=C(Nc1cccc(Cl)c1)OCc1ccccn1	-7%	13%	-2%	-11%	-9%	8%	i	10	12
NC1=NC(=O)CC(C(=O)NCCc2ccccc2)S1 (stereo not given)	-11%	2%	-5%	-6%	3%	14%	i	4	0
COc1ccccc1CNC(=O)CCS(=O)(=O)c1cccs1	4%	8%	-3%	-14%	-8%	/	i	3	0
Cc1cc(C)c(C(=O)CC2(O)C(=O)Nc3ccccc32)cc1C (stereo not given)	0%	9%	2%	-11%	-12%	/	i	19	0
CC1CCCCN1C(=O)CSc1nc2ccsc2c(=O)n1Cc1ccccn1 (stereo not given)	10%	12%	13%	1%	-2%	2%	i	3	0
CC(C)N(C(=O)CSc1nnc(-c2cc3ccccc3cc2O)n1Cc1ccco1)C(C)C	7%	10%	2%	2%	-3%	/	i	5	2	PMK inhibit pilot replicates=4.0;Spn MK inh pilot replicates=2.0;Spn DPM-DC inh pilot screen %=5.0
